cytoskel mod – cytoskeleton assembly modification; HUVEC TNFa F-actin phalloidin imaging, high content; AID 836; 91,000 compounds, 0.18% hits; inhibition, % at 2 µM;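 active means inhibition above the batch mean plus 3 SD and confirmed as a hit by visual image inspection, cut at about 30% in these data, passing the limit was not always enough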; further: strong numbers were not always called active
HUVEC tox TNFa – HUVEC cytotoxicity counter-screen, TNF alpha stimulated; HUVEC TNFalpha-stimulated, Hoechst cell count, imaging; cell count reduction, % at 2 µM; 93,000 compounds, 0.17% hits;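 active means cell count reduction exceeding the screen mean by over 5 SD, scaled to untreated wells per plate, cut at about 78% in these data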;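 further: cells counted after 24 h of TNF alpha exposure following the 1 h pretreatment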
Plk1 PBD FP – Plk1 (human) PBD binding inhibition; AID 693; 97,000 compounds, 0.13% hits; Plk1 PBD phosphopeptide binding, fluorescence polarization; inhibition, %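 (tested at about 20 µM)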; in the data active means inhibition above about 34%, passing the limit was not always enough
Target sequence (P53350 whole entry, looked up): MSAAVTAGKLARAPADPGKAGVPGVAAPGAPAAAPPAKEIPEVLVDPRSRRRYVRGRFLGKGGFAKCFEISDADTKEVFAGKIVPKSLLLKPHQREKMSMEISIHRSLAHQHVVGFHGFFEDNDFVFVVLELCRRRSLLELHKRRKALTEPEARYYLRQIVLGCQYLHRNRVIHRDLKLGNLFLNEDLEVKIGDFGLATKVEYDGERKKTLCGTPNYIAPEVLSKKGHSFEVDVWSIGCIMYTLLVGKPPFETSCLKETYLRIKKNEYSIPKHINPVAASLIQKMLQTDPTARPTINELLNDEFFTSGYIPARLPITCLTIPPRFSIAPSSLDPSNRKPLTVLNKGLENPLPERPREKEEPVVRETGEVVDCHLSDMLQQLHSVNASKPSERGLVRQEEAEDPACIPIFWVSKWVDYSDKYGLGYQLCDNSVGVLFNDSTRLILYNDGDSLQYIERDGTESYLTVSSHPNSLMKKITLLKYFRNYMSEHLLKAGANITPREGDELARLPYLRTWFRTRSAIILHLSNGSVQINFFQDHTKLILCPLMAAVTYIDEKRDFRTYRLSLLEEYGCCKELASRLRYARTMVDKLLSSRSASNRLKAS
hDAT+cocaine – changed human dopamine transporter uptake under cocaine IC80 | LLC-PK1 hDAT cells, [14C]-dopamine uptake with cocaine IC80; actives deviate in either direction | B-score at 10 µM | 110,000 compounds, 1.3% hits | AID 449768;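 active means Z score or B-score, a plate-position-corrected score, falls beyond the plate's 99.7% confidence bounds, in either direction; inactive means both scores lie inside the 99.7% bounds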;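 further: scored against the spread of the other compound wells on the same plate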
IL1B cytotox – HUVEC cytotoxicity counter-screen, IL-1B stimulated. 94,000 compounds, 0.41% hits. HUVEC cell count loss, Hoechst imaging. cell count reduction, % at 2 µM;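 active means cell count reduction more than 3 SD above the screen-wide mean, cut at about 70% in these data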;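 further: normalized per plate to untreated control cells as the no-loss baseline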
sEH inhibitor – blocks human soluble epoxide hydrolase activity; P34913; recombinant human sEH enzymatic activity assay; inhibition, % at 2 µM; 91,000 compounds, 0.34% hits; in the data active means inhibition above about 80%; further: values of inactives mirror those of a sister screen read the other way; many of its hits are not listed in these tables
E coli WT exp – growth inhibitors of E. coli BW25113 wild type; OD600 absorbance; growth inhibition, % at 100 µM; 98,000 compounds, 0.15% hits; AID 710;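 active means growth inhibition above about 50% at one test dose, limit read from the data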;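 further: growth measured after 20 h incubation at 37 °C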
VCAM1 TNFa inh – reduces TNF alpha induced VCAM1 expression in HUVEC | AID 802 | inhibition, % at 2 µM | HUVEC TNFa-induced VCAM-1 immunofluorescence, high-content imaging | 95,000 compounds, 0.48% hits;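 active means inhibition above the batch mean plus 3 SD, with images confirmed as a hit by eye, cut at about 37% in these data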;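 further: 0% = TNF-stimulated DMSO wells and 100% = unstimulated control wells; not every result past the cut was called active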
PLK1 kinase inh – PLK1 (human) kinase inhibition; AID 619; inhibition, % at 10 µM; recombinant PLK1 kinase, TR-FRET peptide phosphorylation; P53350; 97,000 compounds, 0.53% hits;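 active means inhibition of 50% or more in the single-concentration screen; inactive means inhibition below 50%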;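 further: 0% = DMSO max control and 100% = H-89 dihydrochloride min control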
The depositor's hits bear a star; . = no result given.

Every second line gives: VCAM1 TNFa inh	hDAT+cocaine	cytoskel mod	E coli WT exp	sEH inhibitor	PLK1 kinase inh	HUVEC tox TNFa	Plk1 PBD FP	IL1B cytotox
> COC(=O)c1nn(-c2ccc(OC)cc2)c(=O)cc1Oc1cccc(Cl)c1
→ -7	-0.99	0	2	-5	-11	-12	-28	-81
> CC(=O)c1cc(F)c(N2CCCC2)cc1C
→ 6	0.038	9	-11	-2	5	-27	-1	-24
> O=C(Nc1nnc(-c2ccc(Cl)cc2)o1)NC1CCCCC1
→ -8	0.084	4	-6	37	-11	-8	-5	4
> COc1cc(Cl)c(C)cc1NC(=O)COC(=O)c1cnc(C)cn1
→ 18	-0.93	-13	0	-1	-6	-7	-6	-32
> Cc1cccc(Oc2sc(C(=O)c3ccccc3)c(N)c2C#N)c1C
→ 2	.	-13	-7	5	-10	-5	-10	-1
> CCOC(=O)c1ccc(NC(=O)N2CCc3ccccc32)cc1
→ 2	-0.37	11	-1	49	-8	-17	-1	-1
> CCCC1CCc2c(sc(N)c2C(N)=O)C1 (stereo unspecified)
→ -7	-0.092	5	9	-8	-2	-4	-16	10
> Cc1ccc(CN(N=Nc2nonc2N)c2nonc2N)c(C)c1
→ 10	0.37	-5	.	3	42	-5	19	-7
> COc1ccccc1C(=O)Nc1nc(-c2ccc(S(=O)(=O)N3CCOCC3)cc2)cs1
→ 9	0.9	-6	-6	-2	-13	5	-20	-143
> CC1CCCC(NC(=O)COC(=O)c2ccccc2NC(=O)c2ccco2)C1C (stereo unspecified)
→ -10	-0.15	-8	-9	41	-14	5	-8	9
> COc1ccc(OC)c(-n2cnc3cc(C(=O)O)ccc32)c1
→ -2	-0.51	30	1	-13	-4	-18	-11	7
> Cc1ccc2nc(Nc3ccccc3O)nc(-c3ccccc3)c2c1
→ -5	0.021	-1	-2	1	1	-13	-3	5
> Cc1cc(NC(=O)Cc2cccs2)nn1CC(=O)NCc1ccco1
→ 26	0.24	-46	8	10	-3	15	11	-14
> CC(=O)NCc1cn2c(C)csc2n1
→ 14	-2	-7	4	-4	-3	24	15	0
> CCc1cc(C(=O)NNC(=S)Nc2ccccc2C)cs1
→ -21	1.9	17	.	-2	-20	-8	16	10
> O=c1cc(/C=C/c2ccccc2)oc2ccccc12
→ 4	-0.031	8	-9	-2	-7	-28	-16	-23
> CCCc1cc(=O)n2[nH]c(NCc3cccs3)nc2n1
→ 6	0.19	4	4	-6	-5	-22	1	1
> Cc1c(NC(=O)C(C)OC(=O)C(NC(=O)c2ccco2)C(C)C)c(=O)n(-c2ccccc2)n1C (stereo unspecified)
→ 12	0.38	1	-1	2	-8	-7	13	-2
> CCOC(=O)CSc1nc(C2CC2)nc2ccccc12
→ -6	-1.8	48	3	5	-3	5	-12	-46
> Cc1cc(C)cc(OCC(=O)Nc2cccc(C(=O)O)c2)c1
→ 3	0.46	-6	-7	-13	5	-4	26	2

A draw from above in order of molecular weight, lowest first:
Every second line gives: VCAM1 TNFa inh	hDAT+cocaine	cytoskel mod	E coli WT exp	sEH inhibitor	PLK1 kinase inh	HUVEC tox TNFa	Plk1 PBD FP	IL1B cytotox
> CC(=O)NCc1cn2c(C)csc2n1
→ 14	-2	-7	4	-4	-3	24	15	0
> Cc1cccc(Oc2sc(C(=O)c3ccccc3)c(N)c2C#N)c1C
→ 2	.	-13	-7	5	-10	-5	-10	-1
> COC(=O)c1nn(-c2ccc(OC)cc2)c(=O)cc1Oc1cccc(Cl)c1
→ -7	-0.99	0	2	-5	-11	-12	-28	-81

Other entries
Every second line gives: VCAM1 TNFa inh	hDAT+cocaine	cytoskel mod	E coli WT exp	sEH inhibitor	PLK1 kinase inh	HUVEC tox TNFa	Plk1 PBD FP	IL1B cytotox
> CCN(CC)C(=O)Cn1cnc2sc(C(=O)Nc3cc(OC)c(OC)c(OC)c3)c(C)c2c1=O
→ -20	0.013	8	-6	-5	-8	-17	3	-79
> CCn1cc(C(=O)Nc2cccc(NC(C)=O)c2)c2cc(OC)c(OC)cc2c1=O
→ -2	.	9	1	.	-8	-9	8	7
> CC1CCCN(C(=O)CSCC(=O)Nc2nc(-c3cccs3)cs2)C1 (stereo unspecified)
→ 6	0.96	4	3	11	-13	0	-2	-16
> Cc1ccc(NC(=O)c2ccc(-n3cccn3)c([N+](=O)[O-])c2)cc1
→ 13	-0.78	3	-1	6	-6	-35	0	-5
> O=C(Oc1c(-c2ccccc2)oc2ccccc2c1=O)c1ccccc1
→ -3	.	19	0	2	8	0	19	7
> Cc1ccc(C(C(=O)NC2CCCC2)N2CCCC(C)C2)cc1 (stereo unspecified)
→ 8	-0.35	7	0	5	-19	-10	35	-41
> CNC(=O)C1=NCCCc2cc(OC)c(OC)cc21
→ .	0.024	.	-1	4	-1	.	-29	-20
> COc1cccc(N(C(=O)c2cccs2)c2nc3ccccc3s2)c1
→ -10	-1.1	10	-10	-2	-16	-34	-13	-3
> O=C(CCCN1C(=O)c2ccccc2C1=O)Oc1ccc(F)cc1
→ 5	-0.86	-11	5	8	-13	-9	-20	-119
> COc1ccc(N2C(=O)C3CCCN3C2c2cccc(OC)c2)cc1 (stereo unspecified)
→ -1	-2.4*	-1	5	-16	-4	-1	4	8
> Cc1ccccc1/C=C1\CCCc2ccccc2C1=O
→ -41	0.14	-8	.	-12	-3	-35	6	3
> C=CCSc1nc2ccccc2n1S(=O)(=O)c1ccc(C)cc1
→ -13	0.02	7	.	8	-9	-16	-14	13
> Oc1ccccc1C1N=C(c2ccccc2)NC(c2ccccc2)=N1
→ 2	-0.2	.	-4	-2	0	-44	19	2
> COc1ccc(-c2nnc3ccc(SCC(=O)NCc4ccco4)nn23)cc1
→ 10	1.2	36	2	2	-3	-47	-10	-14
> CC1=C(C(=O)OC(C)C)C2(O)C(=O)c3ccccc3C2(O)N1 (stereo unspecified)
→ 2	-0.11	4	.	-4	-9	-15	1	-5
> N#CC1=C(N)Oc2n[nH]c(-c3cccs3)c2C1c1ccsc1 (stereo unspecified)
→ 39	-0.38	2	-2	6	3	-11	-10	-20
> CCOC(=O)N1CCN(C(=O)c2n[nH]c(=O)c3ccccc23)CC1
→ 9	-0.037	7	0	9	-9	-12	-9	-29
> CCCN(C#N)c1nc(NCC)nc(NC(C)C)n1
→ -8	0.16	24	6	13	-6	-2	-15	-15
> CSc1nc(C)cc(C)c1C(N)=O
→ -3	-0.67	-7	.	0	-6	-13	0	19
> COc1ccc2oc(C)c(C(=O)NN)c2c1
→ -8	-1	3	7	3	-7	-10	16	16

Looked up by structure from above, 2 records:
Every second line gives: VCAM1 TNFa inh	hDAT+cocaine	cytoskel mod	E coli WT exp	sEH inhibitor	PLK1 kinase inh	HUVEC tox TNFa	Plk1 PBD FP	IL1B cytotox
> CSc1nc(C)cc(C)c1C(N)=O
→ -3	-0.67	-7	.	0	-6	-13	0	19
> Cc1ccc(NC(=O)c2ccc(-n3cccn3)c([N+](=O)[O-])c2)cc1
→ 13	-0.78	3	-1	6	-6	-35	0	-5

Some values from above.
IL1B cytotox result of CSc1nc(C)cc(C)c1C(N)=O → 19
hDAT+cocaine result of Cc1ccc(C(C(=O)NC2CCCC2)N2CCCC(C)C2)cc1 (stereo unspecified) → -0.35
IL1B cytotox result of COc1ccc(-c2nnc3ccc(SCC(=O)NCc4ccco4)nn23)cc1 → -14
HUVEC tox TNFa result of Oc1ccccc1C1N=C(c2ccccc2)NC(c2ccccc2)=N1 → -44
E coli WT exp result of N#CC1=C(N)Oc2n[nH]c(-c3cccs3)c2C1c1ccsc1 (stereo unspecified) → -2
HUVEC tox TNFa result of O=C(Oc1c(-c2ccccc2)oc2ccccc2c1=O)c1ccccc1 → 0

Remaining list, next part:
Every second line gives: VCAM1 TNFa inh	hDAT+cocaine	cytoskel mod	E coli WT exp	sEH inhibitor	PLK1 kinase inh	HUVEC tox TNFa	Plk1 PBD FP	IL1B cytotox
> CC(C)(C)C(=O)Nc1ccc2oc(-c3cc(F)c(F)cc3Cl)nc2c1
→ -16	-0.095	-3	-3	19	-4	-20	8	-5
> N#Cc1c(-c2ccc(Cl)cc2)nc2n(c1=O)CCCS2
→ -3	0.56	19	10	13	-4	-26	3	-8
> N#Cc1c(/N=C/c2ccccc2)oc(-c2ccccc2)c1-c1ccccc1
→ 4	-1.9	4	.	12	-5	-6	-8	-3
> CC(C)(Oc1ccc(Cl)cc1)C(=O)N1CCN(c2ccccn2)CC1
→ -24	.	16	-1	6	-7	.	7	-9
> COC(=O)C1=C(N)Oc2cc(C)n(Cc3ccccc3)c(=O)c2C1c1ccccc1 (stereo unspecified)
→ 10	-0.49	3	-11	1	-4	-16	17	-3
> c1ccc2c(c1)NC1(CCCCCC1)n1c-2nc2ccccc21
→ -11	0.26	-8	7	0	-12	5	-22	8
> Cc1cccc(NC(=S)NNC(=O)c2ccco2)c1
→ 11	0.81	2	10	4	-6	-3	-20	-25
> COc1ccc(OC(=O)c2cccc([N+](=O)[O-])c2)c(C(=O)/C=C/c2cccs2)c1
→ -4	-0.14	.	-23	1	-2	-20	0	-11
> N#Cc1ccc(CNc2cnccn2)cc1
→ 7	-0.37	14	10	7	0	-25	11	94*
> CCCCOC(=O)c1ccc(NC(=O)c2cnccn2)cc1
→ 2	-0.035	-1	2	8	-10	-5	20	-21
> Cc1ccc(S(=O)(=O)NC2(C(=O)O)CCCCC2)cc1
→ 10	-0.0023	5	11	-4	3	2	-7	0
> O=C1CC(c2ccncc2)c2cc3c(cc2N1)OCCO3 (stereo unspecified)
→ 5	0.011	12	9	0	-11	-10	-2	-10
> COC(CNC(=O)c1cccc2c1C(=O)N(Cc1cccnc1)C2)OC
→ 8	0.33	8	3	-3	-7	-36	-25	-12
> O=C(Nc1ccc(Cl)cn1)Nc1cccs1
→ -12	0.15	7	-7	6	0	2	1	-16
> CCc1ccc(NC(=O)CS(=O)CC(=O)Nc2ccc(F)cc2F)cc1 (stereo unspecified)
→ 10	0.084	-31	3	-11	-7	0	12	16
> NCCCCCc1nnc(SCc2ccccc2Cl)o1
→ -6	-0.083	-15	19	-11	-9	-16	-2	-29
> O=C(O)c1cccc(-n2nnnc2SCc2ccccn2)c1
→ 5	0.099	16	-3	10	-3	-16	-4	1
> Cc1ccc(-n2ncc3c(N4CCCC4)ncnc32)c(C)c1
→ 12	-0.2	12	3	-9	0	-27	-5	16
> CCOc1ccccc1N1CC(C(=O)NCCc2ccc(S(N)(=O)=O)cc2)CC1=O (stereo unspecified)
→ 8	0.29	5	3	-10	-18	6	-4	-15
> COc1ccc(-c2nnc(SCC(=O)NC(=O)NCc3ccco3)o2)cc1
→ 13	0.84	9	2	-3	-13	-20	-12	-1

Additional records:
Every second line gives: VCAM1 TNFa inh	hDAT+cocaine	cytoskel mod	E coli WT exp	sEH inhibitor	PLK1 kinase inh	HUVEC tox TNFa	Plk1 PBD FP	IL1B cytotox
> Cc1ccc(-c2c(C#N)c(N)nc3c2CCCCC3)cc1
→ -14	0.23	6	-10	2	-20	-6	8	.
> Cc1ccc2c(c1)C(c1ccccc1)N(C(=O)c1ccc(Br)o1)CC(=O)N2 (stereo unspecified)
→ 17	.	2	-4	-1	-20	-24	-13	-20
> Cc1onc(-c2ccccc2)c1-c1nc2ccccc2c(=O)o1
→ 20	0.26	-13	-12	0	-12	4	-25	28
> Cc1ccc(C(=O)NC(NC(=O)c2ccc(C)cc2)C(Cl)Cl)cc1
→ 3	-0.59	-12	-5	2	-13	2	30	-32
> CC(=O)Nc1ccc2c(c1)C(=O)c1ccccc1C2=O
→ -1	-0.19	-6	4	-6	-5	-6	25	-88
> CN(C(=O)c1ccncc1)C1CC(C)(C)N(O)C(C)(C)C1
→ 8	-0.69	4	11	10	-12	-12	-7	-14
> CCN1CCCC1CNC(=O)c1c(O)c2c([nH]c1=O)CCCC2 (stereo unspecified)
→ -14	2.4	2	4	.	-17	-39	6	-6

Screens deposited in PubChem by several laboratories.
